A549 viability: Nrf2 qHTS screen for inhibitors: counterscreen for cytotoxicity. A549 ARE-Fluc cells, CellTiter-Fluor viability, 18-24 h. Potency, µM (doses to about 46 µM), without a hit: top-dose activity change, negative = cytotoxicity, hits mostly inhibitors. 390,000 compounds, 0.16% hits; also: potency is read from the fitted curve at half-maximal effect; % is scaled to controls: 0 for no effect and ±100 for the full control effect
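Cytotoxicity counterscreen: CellTiter-Fluor fluorescence was measured in A549 ARE_Fluc cells after 18-24 h of compound exposure in a concentration series. The subsequent BugLite luminescent read reports ARE-luciferase activity.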
CCT chaperon mod: High-Throughput Screening for Modulators of Cytosolic Chaperonin Activity | 360,000 compounds, 0.3% hits | activity change, % (no concentration beside the values), hits read low | purified chaperonin ATPase assay, HTRF ADP detection, 30 min; in the data active = activity change below about -30%; also: % is scaled to controls: 0 for no effect and ±100 for the full control effect
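TRiC at 40 or 20 nM final (batch-dependent) in 30 mM Tris pH 7.4, 100 mM KCl, 5 mM MgCl2, 1 mM DTT, with compound at single 76 uM and 10 uM ATP, 30 min at 37 deg C. ADP detected by HTRF Transcreener, 665/615 ratio.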
Nrf2 block: Nrf2 qHTS screen for inhibitors; A549 ARE-Fluc reporter, luciferase luminescence, 18-24 h; Potency, µM (top dose mostly 46 µM), without a hit: top-dose activity change, negative = inhibition, usual class: inhibitors; 360,000 compounds, 2.1% hits; AID 504444, 2011; also: potency is read from the fitted curve at half-maximal effect; % is scaled to controls: 0 for no effect and ±100 for the full control effect; nearly all actives have a fitted effect of over 60% in size
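A549 ARE_Fluc cells, 5000/well, 5% FBS OPTI-MEM; compounds in dose-response, 18-24 h at 37 °C/5% CO2; CellTiter-Fluor viability read (Ex 405/Em 525), then BugLite luciferase luminescence = Nrf2 activity.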
ATXN viability: Viability Counterscreen for Primary qHTS for Inhibitors of ATXN expression; S2 cells (HEK-293 line with an ATXN2-luciferase reporter) viability, CellTiter-Fluor protease fluorescence, 24 h; Potency, µM (doses to about 56.7 µM), most hits filed as cytotoxic; 400,000 compounds, 0.49% hits; AID 651635, 2014; also: potency is read from the fitted curve at half-maximal effect; nearly all actives have a fitted effect of over 40% in size
Mm-Cpn inhibitor: Inhibitors of TCP-1 ring complex (TRiC) of Methanococcus maripaludis (MmCpn): qHTS; Chaperonin Mm-Cpn (Methanococcus maripaludis); purified Mm-Cpn ATPase, ADP Transcreener TR-FRET; Potency, µM (doses to about 76.9 µM), without a hit: at the top dose activity, negative = inhibition, usual class: inhibitors; 330,000 compounds, 0.031% hits; also: potency is read from the fitted curve at half-maximal effect; % is scaled to controls: 0 for no effect and ±100 for the full control effect; nearly all actives have a fitted effect of over 80% in size
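Inhibition of chaperonin ATP hydrolysis is measured as reduced ADP production, detected by competitive TR-FRET in which signal falls with ADP. Final enzyme 25 nM and ATP 10 uM, reacted 30 min at 37°C.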
HepG2 tox: qHTS for Inhibitors of TGF-b: Cytotox Counterscreen; HepG2 CAGA-GFP viability, ATP luminescence, 18 h; 410,000 compounds, 0.76% hits; Potency, µM (top dose mostly 46.1 µM), for the others: top-dose activity change, negative = cytotoxicity, hits mostly cytotoxic; AID 588856, 2011; also: potency is read from the fitted curve at half-maximal effect; some results filed as inactive show a strong effect at the top dose
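CellTiter-Glo luminescence gave cytotoxicity after 18 hours at 37 degrees C. The cells were HepG2 CAGA-GFP in 1% FBS DMEM, stimulated with 500 pg/mL TGF-beta after compound addition. %Activity was normalised to no-cell wells (complete cell-killing) and DMSO (no toxicity), and curves were fitted and classified.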
Akt phos inh: HTS Assay for Inhibitors of Akt Phophorylation: Primary Screen. Neuro2A IGF-stimulated pAkt S473 HTRF, 20 min; active compounds read low. activity change, % for hits at 50 µM. 360,000 compounds, 0.32% hits; in the data active = activity change below about -80%; inconclusive = mostly about -51% to -80%; also: % is scaled to controls: 0 for no effect and ±100 for the full control effect
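Neuro2A cells in DMEM with 0.5% FBS, overnight at 37 deg C, given compound at single 50 µM final, then IGF (6 nM final) for 20 min at 37 deg C. Lysed; phospho-Akt Ser473 by HTRF after 24 h, 665/615 ratio.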
Nrf2 ARE act: qHTS of Nrf2 Activators; 410,000 compounds, 0.31% hits; Potency, µM (top dose mostly 46.1 µM), without a hit: top-dose activation, most hits filed as activators; AREc32 ARE-luciferase reporter (MCF7-derived line), luminescence, 24 h; also: potency is read from the fitted curve at half-maximal effect; % of control where 0% means no effect; nearly all actives have a fitted effect of over 65% in size
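Reporter line AREc32 (ARE-Fluc), seeded overnight in OPTI-MEM with 5% FBS; compound pin-transferred, 24 hr at 37 deg C, 5% CO2; luminescent read-out.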
TGFb inhibitor: qHTS for Inhibitors of TGF-b. HepG2 CAGA-GFP TGF-b/SMAD3 reporter, GFP fluorescence, 18 h; TGF-beta stimulated, 500 pg/mL final. Potency, µM (titrated, usually from 46.1 µM), for the others: at the highest dose activity, negative = inhibition, most hits filed as inhibitors. 410,000 compounds, 1.2% hits. AID 588855, 2011; also: potency is read from the fitted curve at half-maximal effect; % is scaled to controls: 0 for no effect and ±100 for the full control effect; nearly all actives have a fitted effect of over 65% in size
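GFP signal (ex488/em500-530) from TGF-beta-stimulated HEPG2 CAGA-GFP cells, 500 pg/mL final, 18 h at 37 degrees C in DMEM plus 1% FBS, normalized to unstimulated and DMSO-stimulated controls.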
Numbers without * were called inactive; i = inactive; u = inconclusive; x = no result given; [ ] = another dose, or the depositor's remark. Unless noted, calls follow the shape of the dose curve; as a rule, active = well fitted curve in the direction sought with a large enough effect; inconclusive = small, poorly fitted or top-dose-only effect, or another doubt; inactive = no such curve, though single readings can be large; an effect the other way counts as inactive or inconclusive.

SMILES	A549 viability	TGFb inhibitor	HepG2 tox	CCT chaperon mod	Akt phos inh	ATXN viability	Nrf2 ARE act	Mm-Cpn inhibitor	Nrf2 block
COc1ccc(CC(=O)n2[nH]c(=O)c3ccccc3c2=O)cc1OC	-1.6%	-1.3%	-34.5%	2.4	i	i	-0.5%	1.0%	12.5%
O=c1cc(CN2CCOCC2)c2c(ccc3ccccc32)o1	0.8%	1.0%	-4.1%	-0.2	x	i	0.1%	-0.8%	x
COc1ccc(N2C3=C(CC4=C2CCCC4=O)C(=O)CCC3)cc1	-4.9%	-12.2%	0.9%	-0.3	i	i	0.6%	-4.6%	u
COc1cccc(CCC(=O)N2CCC(n3nccc3NC(=O)CC(C)C)CC2)c1	1.2%	4.0%	4.1%	-3.4	i	i	0.1%	-0.2%	-0.5%
NC(=O)C1(Nc2ccc([N+](=O)[O-])cc2)CCCC1	u	15.4%	-4.2%	-1.4	i	u	-0.3%	x	-7.2%
N#Cc1c(-c2ccccc2)ccn(Cc2ccc(Cl)cc2)c1=O	-0.8%	-21.0%	-3.9%	-4.6	i	i	0.4%	-5.3%	-6.8%
CN(C(=O)c1ccc(F)cc1)c1ccc(OCC(=O)Nc2ccccc2C(=O)O)cc1	1.2%	-8.8%	5.5%	-1.1	i	i	-0.9%	0.4%	6.1%
C=CCn1c(SCC(=O)N(CC)c2c(N)n(Cc3ccccc3)c(=O)[nH]c2=O)nnc1-c1ccccc1OC	0.6%	15.4%	-8.4%	1.0	i	i	-2.0%	x	-6.2%
C=CCn1c(SCC(=O)c2c(N)n(CCC)c(=O)n(C)c2=O)nnc1-c1ccncc1	1.7%	5.3%	-0.8%	-0.2	i	i	0.2%	-0.4%	2.5%
COc1cccc(-c2nc(CS(=O)(=O)CC(=O)Nc3cc(OC)ccc3OC)c(C)o2)c1	15.0%	17.8%	-63.5%	1.2	i	i	-0.7%	-2.2%	7.6%
Cc1ccc2c(c1)NC(C(C)(C)C)CO2 (stereo unspecified)	-3.9%	20.4%	14.6%	-2.9	i	i	-0.3%	2.1%	x
CS(=O)(=O)Nc1ccc(Br)cc1	x	x	x	-3.9	i	i	-0.8%	x	x
CCc1nnc(NS(=O)(=O)c2ccc(NC(=O)c3ccc(S(=O)(=O)N(CC)CC)cc3)cc2)s1	-2.0%	7.9%	8.2%	-2.5	i	u	0.5%	1.8%	-16.3%
CCn1nc(C)c(NC(=O)CCCSc2nc(-c3ccco3)cc(C(F)(F)F)n2)c1C	-10.3%	-18.1%	-33.9%	-2.7	i	i	8.6%	-17.2%	u
CC1CN(S(=O)(=O)c2cc(C(=O)N3CCCCC3C)ccc2Cl)CC(C)O1 (stereo unspecified)	-0.3%	-26.5%	-22.6%	0.6	i	i	-0.5%	0.6%	u
CCN(CC(=O)NCc1cccs1)c1ccc(S(=O)(=O)N2CCCC2)cn1	1.8%	-5.1%	2.6%	-2.1	i	i	-1.2%	4.5%	12.3%
CC1Cc2ccccc2N1C(=O)C1CCN(S(=O)(=O)c2cccs2)CC1 (stereo unspecified)	0.5%	-1.7%	0.5%	3.6	i	i	-0.4%	0.6%	6.1%
O=C(CN(Cc1ccccc1)S(=O)(=O)c1ccccc1)N/N=C/c1ccc([N+](=O)[O-])cc1	-8.2%	-23.9%	16.7%	-2.5	i	u	4.3%	-0.9%	-20.3%
CCOc1ccc(OCCN2C(=O)NC(Cc3c[nH]c4ccccc34)C2=O)cc1 (stereo unspecified)	x	-3.0%	-19.7%	-3.1	i	i	0.8%	-0.2%	0.3%
COc1ccc(NC(=O)c2cc3cc(OC)ccc3oc2=O)cc1	-5.5%	20.5%	13.1%	-3.9	i	i	-0.4%	x	4.4%
CCCCN(C)CCCNC(=O)c1cc(=O)[nH]c2ccc(S(=O)(=O)N3CCCCC3C)cc12 (stereo unspecified)	-9.3%	-12.2%	-6.2%	0.1	i	i	0.1%	0.2%	2.5%
COc1ccc(N2CCN(C(=O)c3ccc(Cl)c(S(=O)(=O)N4CCOCC4)c3)CC2)cc1	0.4%	-1.6%	-11.5%	-1.2	i	i	-0.7%	x	u
COc1cc(C)ccc1OCC(=O)OCC(=O)NCC1CCCCC1	1.7%	-1.5%	2.8%	-1.1	i	i	-0.1%	0.0%	6.1%
COc1ccc2c(c1)C(C)CC(C)(C)N2C(=O)Nc1ccccc1 (stereo unspecified)	0.8%	-6.7%	2.4%	0.2	i	i	2.7%	0.9%	14.8%
C[C@H]1CCC[C@]2(O[C@H](CCO)C[C@@H](O)[C@@H]2O)O1	-3.7%	-4.5%	-2.3%	0.5	i	i	0.7%	x	-12.8%
O=C1C(Cl)=C(NCC2CCCO2)C(=O)N1C1CCCCC1 (stereo unspecified)	0.6%	-6.9%	0.4%	-0.4	i	i	22.3%	0.4%	-14.9%
COc1ccc(CCNC(=O)CSc2ccc3ccccc3c2)cc1OC	10.1%	-0.8%	13.3%	3.3	i	i	3.8%	1.3%	13.7%
O=C(c1sc2ccccc2c1Cl)N1CCN(c2ccccc2F)CC1	4.2%	1.5%	6.4%	1.3	i	i	-0.1%[9.22 µM]	0.1%	0.7%
COc1ccc(C(=S)N2CCCCC2)cc1Br	0.4%	-0.7%	4.2%	-3.0	i	i	-0.5%	2.5%	-3.8%
Cc1cccc(N2CCN(C(=O)Cn3ncc4c3-c3ccccc3OC4)CC2)c1C	0.2%	u	-51.4%	x	x	u	-0.2%	x	-6.6%
CC(C)(C)c1ccc(Cn2nnc3c(=O)[nH]c(C4CCCN(C(=O)c5cccs5)C4)nc32)cc1 (stereo unspecified)	-17.9%	u	-16.7%	-0.7	i	i	2.3%	-0.7%	23.1µM*
COc1cc(C(=O)N2CCN(CCc3ccncc3)CC2)cc(OC)c1OC	-2.4%	0.0%	-1.2%	x	x	x	-0.4%	x	-0.1%
CCN(C(=O)CSc1nc2ccccc2nc1Cc1cccc(OC)c1)c1cccc(C)c1	-23.2%	15.8µM*	-10.2%	x	x	x	0.3%	x	x
Cc1ccc(C(=O)c2c3ccc([N+](=O)[O-])cc3[n+]([O-])n2CCCC(N)=O)cc1	-27.6%	u	-21.5%	-0.3	i	u	u	-0.4%	3.7%
O=C(/C=C/c1cccnc1)c1ccc(O)cc1	-15.9%	u	-3.3%	-6.8	i	i	u	-3.5%	0.6%
CS(=O)(=O)N(Cc1ccccc1Cl)c1ccc(C(=O)NCc2ccccn2)cc1	u	8.7%	-0.4%	0.5	i	i	-0.2%[9.22 µM]	0.2%	11.5%
Cc1ccc(-c2noc(-c3c(C)noc3C)n2)cc1	2.8%	1.6%	0.891µM*	-1.6	i	i	1.6%	0.9%	u
COc1ccc2c(C)cc(SCC#N)nc2c1	6.7%	57.2%[activator]	-2.4%	-4.6	x	i	0.4%	-0.5%	x
CN(CC(=O)Nc1ccc(F)c(F)c1)S(=O)(=O)c1cccs1	-9.6%	3.3%	-8.7%	-39.9*	i	i	2.5%	0.9%	-21.7%
CCN(CC)c1ccc2c(-c3ccc(S(=O)(=O)O)cc3S(=O)(=O)[O-])c3ccc(=[N+](CC)CC)cc-3oc2c1	11.6µM*	32.0%[activator]	-24.9%	1.5	i	12.6µM*	-0.5%	-16.5%	u
CC(=O)Nc1ccc(C(=O)N(C2=NC(C)CS2)c2ccc(Cl)cc2)cc1 (stereo unspecified)	1.2%	9.9%	0.3%	-2.4	i	i	3.4%	2.1%	18.5%
CCOC(=O)c1c(C)n(C)c2ccc(O)c(CN3CCC(C)CC3)c12	-12.9%	-1.1%	-38.9%	-0.1	i	i	2.2%	0.0%	u
CC(=O)Nc1ccc(S(=O)(=O)C(C#N)c2nc3ccccc3nc2NCCO)cc1 (stereo unspecified)	-4.2%	10.8%	5.9%	-0.2	i	i	-0.2%	-4.7%	-3.8%
COc1ccc(S(=O)(=O)N(C)C[C@H]2OCc3cnnn3CCCC(=O)N([C@H](C)CO)C[C@@H]2C)cc1	x	13.5%	-17.7%	-1.0	i	i	-0.5%	x	x

Exported with values under each structure: entries from further up
Second line of a record – A549 viability	TGFb inhibitor	HepG2 tox	CCT chaperon mod	Akt phos inh	ATXN viability	Nrf2 ARE act	Mm-Cpn inhibitor	Nrf2 block
COc1ccc(CCNC(=O)CSc2ccc3ccccc3c2)cc1OC
→ 10.1%	-0.8%	13.3%	3.3	i	i	3.8%	1.3%	13.7%
O=C(CN(Cc1ccccc1)S(=O)(=O)c1ccccc1)N/N=C/c1ccc([N+](=O)[O-])cc1
→ -8.2%	-23.9%	16.7%	-2.5	i	u	4.3%	-0.9%	-20.3%
COc1cc(C)ccc1OCC(=O)OCC(=O)NCC1CCCCC1
→ 1.7%	-1.5%	2.8%	-1.1	i	i	-0.1%	0.0%	6.1%
Cc1ccc(-c2noc(-c3c(C)noc3C)n2)cc1
→ 2.8%	1.6%	0.891µM*	-1.6	i	i	1.6%	0.9%	u
COc1ccc(N2C3=C(CC4=C2CCCC4=O)C(=O)CCC3)cc1
→ -4.9%	-12.2%	0.9%	-0.3	i	i	0.6%	-4.6%	u
